Assay outcomes: PubChem BioAssay, National Center for Advancing Translational Sciences (NCATS)
GALK inh = inhibitors of human galactokinase; hit rate 0.007% among 270,000; Purified GALK, Kinase-Glo residual ATP luminescence; Potency, µM (top dose mostly 57.5 µM), inactives show top-dose activity change, negative = inhibition, most hits filed as inhibitors; further: potency means the concentration at half of the fitted maximal effect; on the % scale 0 is the no-effect control and ±100 the full control effect
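Kinase-Glo Plus luminescence measured ATP left after a 1 h room-temperature reaction. The reaction used 5 nM GALK, 100 uM galactose and 35 uM ATP at pH 8.0 (20 mM HEPES, 5 mM MgCl2, 60 mM NaCl, 1 mM DTT, 0.01% BSA).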
B2AR arrestin = recruits beta-arrestin to the human beta2-adrenergic receptor; Potency, µM (highest dose often 46.1 µM), without a hit: at the top dose activation, most hits filed as activators; P07550; beta-arrestin recruitment to beta2AR, cell-based reporter; hit rate 0.02% among 330,000; AID 492947;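 further: potency means the concentration at half of the fitted maximal effect; 0% = DMSO controls and full agonism = EC100 isoproterenol or metaproterenol; nearly all actives have a fitted effect of over 65% in size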
Target sequence (P07550 whole entry, looked up): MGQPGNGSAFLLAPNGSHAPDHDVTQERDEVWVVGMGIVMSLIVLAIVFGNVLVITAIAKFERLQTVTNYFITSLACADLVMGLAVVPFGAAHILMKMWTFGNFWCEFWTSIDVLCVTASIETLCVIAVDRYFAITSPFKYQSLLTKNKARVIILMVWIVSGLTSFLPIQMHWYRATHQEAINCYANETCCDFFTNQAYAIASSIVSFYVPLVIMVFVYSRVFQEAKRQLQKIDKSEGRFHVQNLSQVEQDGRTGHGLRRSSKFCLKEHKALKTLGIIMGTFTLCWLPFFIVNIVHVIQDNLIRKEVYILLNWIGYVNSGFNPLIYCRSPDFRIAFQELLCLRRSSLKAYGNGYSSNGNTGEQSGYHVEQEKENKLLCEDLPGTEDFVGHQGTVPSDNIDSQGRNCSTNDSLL
FBPA coupling cs = coupling enzyme interference in Giardia aldolase counter-screen | coupling enzyme system counterscreen, AmpLite Red fluorescence | activity change, negative = inhibition, % at 58.2 µM, hits read low | hit rate 0.67% among 290,000 | AID 2472; in the data active means activity change below about -30%; further: on the % scale 0 is the no-effect control and ±100 the full control effect
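Compounds tested against the coupling enzymes alone at 57.5 uM final; readout was AmpLite Red fluorescence (525/598 nm) after 20 min at RT.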
PKM2 activator = PKM2 (human) enzyme activation; AID 1631; hit rate 0.34% among 260,000; Potency, µM (top dose mostly 57.5 µM), inactives show at the top dose activation, hits mostly activators; P14618; purified PKM2, Kinase-Glo ATP luminescence, activation; response scale: 0% is enzyme alone, no compound; further: potency means the concentration at half of the fitted maximal effect; on the % scale 0 is the no-effect control and ±100 the full control effect; nearly all actives have a fitted effect of over 55% in size
Target sequence (P14618 whole entry, looked up): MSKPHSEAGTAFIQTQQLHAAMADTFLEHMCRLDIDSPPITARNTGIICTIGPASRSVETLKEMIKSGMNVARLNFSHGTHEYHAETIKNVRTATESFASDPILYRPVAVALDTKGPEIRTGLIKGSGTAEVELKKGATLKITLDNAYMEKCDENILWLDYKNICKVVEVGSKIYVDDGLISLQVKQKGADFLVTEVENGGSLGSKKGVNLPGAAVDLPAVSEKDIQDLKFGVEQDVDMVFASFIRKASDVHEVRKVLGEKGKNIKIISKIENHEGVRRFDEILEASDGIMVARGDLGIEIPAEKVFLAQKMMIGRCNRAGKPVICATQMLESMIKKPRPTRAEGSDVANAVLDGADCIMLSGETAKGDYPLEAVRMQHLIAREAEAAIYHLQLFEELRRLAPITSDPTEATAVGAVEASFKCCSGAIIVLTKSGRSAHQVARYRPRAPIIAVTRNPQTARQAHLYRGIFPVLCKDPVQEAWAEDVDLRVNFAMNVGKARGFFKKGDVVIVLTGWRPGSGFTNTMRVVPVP
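ATP formation by purified human PK-M2, quantified via coupled luciferase luminescence after 1 h at room temperature with 0.1 mM ADP and 0.5 mM PEP final.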
ASM inhibitor = human S-ASM enzyme inhibition | placental ASM, HMU-PC fluorogenic substrate, 60 min | P17405 | Potency, µM (titrated, usually from 57.5 µM), inactives show top-dose activity change, negative = inhibition, most hits filed as inhibitors | AID 504937 | hit rate 0.006% among 340,000; further: potency means the concentration at half of the fitted maximal effect
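Steps: dispense placental human ASM, pin compound, wait 10 min at room temperature, add HMU-PC0 substrate at 9 uM final, incubate 60 min at 37 °C, add stop solution raising pH to 10, read fluorescence.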
PTAP TSG101 blk = blocks PTAP/TSG101 interaction to inhibit HIV-1 budding; Q99816; Fluorescence polarization, FITC-PTAP peptide / Tsg101 binding; Potency, µM (series often up to 115 µM), inactives show at the top dose activity change, negative = inhibition, usual class: inhibitors; 340,000 tested, under 10 active; AID 493005; active means well fitted inhibition curve with a large enough effect in the main read-out, with a control signal flat, not every such curve was filed as active; inconclusive means small, poorly fitted or top-dose-only effect, or effect the other way, or a change in a side signal; inactive means no such curve, though single readings can be large or run the other way; further: potency means the concentration at half of the fitted maximal effect; % of control where 0% means no effect
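Steps: Tsg101 binding domain dispensed (10 uM final), compounds pinned in DMSO, FITC-labeled PTAP-motif peptide added (50 nM final); after 20 min binding at room temperature, polarization measured.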
Chronic BCR inh = inhibitors of chronic active B-cell receptor signaling. ABC-DLBCL IkBa-CBG/CBR reporter, luminescence ratio, 4 h. Potency, µM (series often up to 46.1 µM), without a hit: top-dose ratio change, negative = lower green/red ratio, usual class: inhibitors. hit rate 0.05% among 340,000. AID 493014; active means well fitted inhibition curve with a large enough effect in the signal ratio, with a control signal flat, not every such curve was filed as active; inconclusive means small, poorly fitted or top-dose-only effect, or effect the other way, or a change in a side signal; the % refers to the signal ratio;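 further: potency means the concentration at half of the fitted maximal effect; plate controls were basal doxycycline-induced cells for no effect and cells given 10 µM MG132 for full effect; MG132 reads +100%, hits lower the ratio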
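TMD8 human ABC-DLBCL cells with doxycycline-inducible IκBα–green luciferase fusion and unfused red luciferase, in 0.5% FBS medium; compounds up to 46 uM, 4 h at 37C. Green/red luminescence ratio, filter-overlap corrected, fitted to concentration-response curves.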
a7 integrin act = activators of alpha7 integrin expression for muscular dystrophy; alpha7betagal myoblasts, beta-gal FDG fluorescence, 48 h; Potency, µM (highest dose often 38.3 µM), for the others: at the top dose activation, hits mostly activators; hit rate 0.064% among 350,000; AID 624291;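 further: potency means the concentration at half of the fitted maximal effect; 100% = response of the positive control SU9516; nearly all actives have a fitted effect of over 60% in size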
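Alpha7betagal+/- myoblasts (passage 13) were plated 16-24 hr, then exposed to compounds (1:260 dilution of DMSO stock) for 48 hours at 37C. After MPER lysis, β-galactosidase reporter activity was read as FDG fluorescence (ex 480/em 540) after 30 minutes.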
Menin-MLL TR inh = menin-MLL binding inhibition, Texas Red mutant peptide | Menin + Texas Red MLL mutant peptide, fluorescence polarization | Potency, µM (doses to about 61.6 µM), for inactives: at the highest dose FP activity change, negative = inhibition, usual class: inhibitors | hit rate 0.23% among 270,000; active means well fitted inhibition curve with a large enough effect in the polarisation, with a control signal flat, not every such curve was filed as active; inconclusive means small, poorly fitted or top-dose-only effect, or effect the other way, or a change in a side signal; inactive means no such curve, though single readings can be large or run the other way; the % refers to the polarisation; further: potency means the concentration at half of the fitted maximal effect; % of control where 0% means no effect; many of its hits are not listed in these tables
Tb PFK inh = inhibitors of T. brucei phosphofructokinase. T. brucei PFK, ADP-Glo luminescence. hit rate 0.17% among 330,000. O15648. Potency, µM (doses to about 57.5 µM), without a hit: at the top dose activity, negative = inhibition, most hits filed as inhibitors;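 further: potency means the concentration at half of the fitted maximal effect; 0% = uninhibited 1x PFK enzyme wells and -100% = no-enzyme wells; nearly all actives have a fitted effect of over 60% in size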
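Activity is normalized to no-enzyme wells (full inhibition) and 1.25 nM enzyme wells (no inhibition). Reaction: 0.5 mM F6P, 0.1 mM ATP, 45 min RT, ADP-Glo luminescence; concentration-response curves fitted and classed by quality.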
Giardia kill = kills Giardia lamblia; Giardia lamblia trophozoite viability; activity change, % at 7.66 µM, hits read low; hit rate 0.15% among 340,000; in the data active means activity change below about -80%; inconclusive means between about -30% and that limit;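 further: parasites exposed to compound for two days anaerobically before the ATP read; on the % scale 0 is the no-effect control and ±100 the full control effect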
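Giardia lamblia trophozoites (100 cells/well) were incubated with compounds for 48 h at 37 deg C under anaerobic conditions. Viability was read as ATP content by one-step luminescence after 15-30 min at room temperature.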
Starred values were filed as active, the others as inactive; ? = inconclusive; · = no result given; [ ] = remark or other dose. Unless noted, the call rests on the fitted dose curve; in most records, active means well fitted curve in the direction sought with a large enough effect; inconclusive means small, poorly fitted or top-dose-only effect, or another doubt; inactive means no such curve, though single readings can be large; an effect the other way counts as inactive or inconclusive. A portion of the library, so the mix of outcomes need not match the whole.

SMILES | GALK inh | B2AR arrestin | FBPA coupling cs | PKM2 activator | ASM inhibitor | PTAP TSG101 blk | Chronic BCR inh | a7 integrin act | Menin-MLL TR inh | Tb PFK inh | Giardia kill
CCn1cc(C(=O)NCc2ccccc2)c(=O)c2cc(F)c(N3CCN(C(=O)c4ccco4)CC3)cc21 | -4% | -0.4% | -2 | 11% | -5% | -4% | 2% | 7% | -11% | 0% | 2
CC(=O)c1ccc2c(c1)OCCOCCOCCOCCO2 | -1% | -1.2% | 0 | 0% | -1% | 1% | 0% | -6% | · | -3% | -21
CCSc1nnc(NC(=O)c2nn(C(C)C)c(=O)c3ccccc23)s1 | 1% | -0.1% | 4 | -1% | -15% | -14% | 0% | -6% | -2% | 2% | 14
N#Cc1cc2c(nc1SCc1cccnc1)CCC2 | -4% | 0.1% | 3 | 19% | 1% | -2% | 7% | 19% | -22% | 0% | -3
Clc1ccc(-c2nnc(SCc3nc(-c4ccccc4)no3)o2)cc1 | 2% | 0.2% | -1 | 8% | -13% | 0% | 12% | -2% | 0%[11.7 µM] | 1% | 0
COc1ccc(-c2cn(-c3ccc(Br)cc3)c3[n+]2CCS3)cc1 | 2% | -0.5% | -3 | -7% | 0% | 0% | 6% | -38% | -7% | 3% | -10
Cc1cccc(N(C(=O)CCC(=O)Nc2cc(C)on2)C(C(=O)NC2CCCC2)c2ccc(C)o2)c1 (centres undefined) | 0% | -0.1% | 2 | 4% | -1% | -9% | 2% | 8% | ? | -1% | -2
Cc1nc(C(=O)NNC(=O)c2cccc(Cl)c2)c(C(F)(F)F)o1 | 0% | -0.2% | 0 | 5% | -1% | -6% | ? | -17% | · | -4% | -8
Cc1ccc(OCc2cc(C(=O)NCC(C)c3ccccc3)no2)cc1C (centres undefined) | -2% | 0.3% | · | -5% | -2% | -2% | -3% | 14% | · | 0% | -18
C/C(=N\NC(=O)c1ccc(CSc2nncn2C)cc1)c1ccc2ccccc2c1 | 0% | -0.7% | 2 | 0% | -1% | 1% | ? | 4% | 3% | 0% | -4
COc1cc(C(=O)NCCOc2ccccc2C)c(Br)c(OC)c1OC | 0% | -0.1% | 6 | -6% | 1% | -3% | ? | 8% | -3% | 4% | -9
Nc1nonc1-n1nnc(C(=O)N/N=C/c2ccc(OCc3ccccc3F)cc2)c1CNc1ccccc1 | 2% | 0.2% | 0 | · | 0% | -1% | 9% | ? | ? | -1% | 17
Cc1ccc(NS(=O)(=O)c2ccc3oc(=O)ccc3c2)cc1Cl | -1% | -1.3% | 2 | 1µM* | -2% | -5% | -1% | 5% | ? | 1% | 3
Cc1ccc(NC(=O)CCS(=O)(=O)c2cc3[nH]c(=O)c(=O)[nH]c3cc2C)cc1 | 8% | 0.0% | 2 | · | 8% | -7% | 2% | 0% | 1% | -1% | 2
O=C1CN(C(=O)COC(=O)CCS(=O)(=O)c2ccccc2Cl)c2ccccc2N1 | · | 0.1% | · | · | 4% | -2% | ? | -33% | · | -20% | -20
CC1(C)CC(=O)C2=C(C1)N(c1ccc(F)cc1)C(N)=C(C#N)C2c1cccs1 (centres undefined) | 0% | 0.5% | · | 2% | 5% | -1% | ? | -6% | -7% | 0% | 7
CN(CCO)S(=O)(=O)c1ccc2c(c1)C(=O)c1cc(S(=O)(=O)N(C)CCO)ccc1-2 | -3% | -0.3% | 0 | 0% | 0% | -1% | -1% | -5% | -1% | -1% | 12
CC(C)N1CC(COc2ccc(Cl)cc2Cl)OC1=O (centres undefined) | 3% | -0.3% | 2 | · | -1% | -5% | 1% | -3% | -15% | -7% | -12
COC(=O)c1ccc(C(=O)Nc2nnc(-c3cccnc3)o2)cc1 | 13% | -0.2% | 0 | -2% | · | · | 3% | · | 4% | 2% | ·
CCCC(CCC)C(=O)Nc1cccc(-c2cn3c(n2)SCC3)c1 | 7% | -0.6% | -5 | 1%[0.46 µM] | 0% | -4% | -1% | 6% | 15% | -11% | -17
Cc1ccc(-c2nn(-c3ccccc3)cc2C2SCC(=O)N2Cc2ccccc2)o1 (centres undefined) | -1% | 0.1% | -2 | ? | 5% | -1% | 5% | -1% | -1% | -16% | 17
CCOCCCNC(=O)C(c1ccc(C)cc1)N(Cc1cccs1)C(=O)c1ccccc1O (centres undefined) | 2% | -0.2% | 2 | -3% | -3% | -3% | 6% | -9% | -16% | 4% | 23
Cc1ccc2nc(NC(=O)CN3CCN(c4ccccn4)CC3)sc2c1 | -1% | -0.1% | 2 | · | -3% | 2% | -3% | -9% | 3% | 1% | 8
COc1ccc(N2CCN(C(=O)c3cc4c(s3)CCCCC4)CC2)cc1 | · | -0.1% | · | · | -5% | 1% | -3% | 5% | · | -3% | -16
COCCNC(=O)c1ccccc1NS(=O)(=O)c1ccc(C)c([N+](=O)[O-])c1 | 3% | -0.5% | 6 | 3% | 3% | 0% | 2% | 21% | -16% | 0% | -8

Remaining list, next part:
SMILES | GALK inh | B2AR arrestin | FBPA coupling cs | PKM2 activator | ASM inhibitor | PTAP TSG101 blk | Chronic BCR inh | a7 integrin act | Menin-MLL TR inh | Tb PFK inh | Giardia kill
CC(=O)NCCSCCNC(C)=O | 2% | -0.3% | -1 | 0% | 4% | 2% | 0% | 20% | 6% | 7% | 4
NC(=O)C1CC=CCC1C(=O)OCC(Cl)=C(Cl)Cl (centres undefined) | 3% | 0.3% | 4 | -2% | -1% | -6% | ? | 5% | 1% | 1% | -4
Cc1ccc(NC(=O)c2cc(S(=O)(=O)N(C)C)ccc2N2CCCC2)cc1F | 4% | -0.3% | 6 | -4% | -3% | · | 2% | -28% | -1% | ? | -9
CN(C)CCCNC(=S)N1CCC(c2nc3ccccc3[nH]2)CC1 | -2% | -1.0% | 0 | -5% | -1% | -9% | 5% | ? | 11% | 0% | -4
O=C(NC1CCCCC1)C(c1cccs1)N(C(=O)c1ccccn1)c1ccccc1 (centres undefined) | 1% | -0.7% | 0 | -10% | -1% | 0% | 7% | 3% | -10% | -3% | -7
COc1ccc(S(=O)(=O)N2CCN(Cc3ccc4c(c3)OCO4)CC2)cc1F | -2% | -0.6% | -1 | · | -1% | -10% | -10% | -8% | · | -19% | 15
Cc1ccn2cc(-c3cccc(NC(=O)C(C)C)c3)nc2c1 | -2% | 0.0% | -5 | -1% | 6% | -10% | 2% | ? | -16% | 4% | -25
O=C(O)c1ccccc1-c1ccccc1C(=O)NCc1ccccc1Cl | -4% | 0.0% | 14 | 0%[11.5 µM] | 0% | -4% | 5% | 8% | 5% | 1% | 0
NC(=O)c1cnn(Cc2ccc(Cl)cc2)c1N | -1% | 0.0% | 3 | 3% | 3% | -6% | -10% | 0% | -3% | -11% | -1
COc1ccccc1OCc1nc2ccccc2s1 | 0% | 0.1% | -2 | -34% | 4% | -7% | ? | 2% | · | -4% | -15
CC1CCN(C(=O)CCc2ccc(Oc3cc([N+](=O)[O-])cc([N+](=O)[O-])c3)cc2)CC1 | 0% | 0.0% | 3 | -6% | -2% | 1% | 13% | -4% | -15% | -2% | -7
Cc1cnc(NC(=O)CSc2nnc(-c3ccc(Cl)cc3Cl)n2N)s1 | 5% | -0.1% | -5 | 0% | 1% | -2% | ? | -24% | 2% | 1% | -1
COc1cc2c(cc1OC)C(C)N(C(=O)C1=NN(c3cccc(C)c3)C(=O)CC1)CC2 (centres undefined) | -3% | -0.4% | 1 | 0% | 3% | -6% | 2% | -18% | -2% | 1% | -15
Clc1ccccc1CSC1=NCCN1 | 2% | 0.4% | 2 | -3% | 0% | -1% | ? | 0% | -3% | 4% | 3
COc1ccc(C2/C=C\CN(C(=O)c3ccccc3)CC(=O)N2Cc2cccc(F)c2)cc1 (centres undefined) | · | -0.4% | · | · | 0% | -11% | ? | 17% | · | 0% | 7
O=C(Nc1ccc(-c2n[nH]c(=S)o2)cc1)c1ccccc1 | -1% | -1.0% | 5 | · | -3% | -7% | -6% | 3% | ? | 0% | -3
N=C1C(c2ccccc2)=C(O)CN1CCO | 0% | -0.7% | 1 | 1% | 5% | -6% | -4% | 0% | 14% | 0% | 15
Cc1c(C(=O)O)sc2nc(SCC(=O)Nc3ccc(S(=O)(=O)NCCCC(=O)O)cc3)[nH]c(=O)c12 | -3% | -0.2% | 2 | -23% | 3% | 0% | -1% | -52% | 11% | 6% | 0
